# Compound activity (PubChem BioAssay)
# V1aR counter: counter-screen for oxytocin receptor agonists: human V1a receptor agonists | P37288 | CHO-V1R cells, Fluo-8 calcium fluorescence, agonist mode; 0% DMSO, 100% 3 nM vasopressin | activation, % at 3 µM | hit rate 0.25% among 320,000 | AID 2797;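 active = activation above the mean activation of all tested compounds plus 3 SD, per screening run, cut at about 20% in these data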;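 also: signal is peak over basal fluorescence ratio across a 100 second FLIPR read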
# Target sequence (P37288 whole entry, looked up): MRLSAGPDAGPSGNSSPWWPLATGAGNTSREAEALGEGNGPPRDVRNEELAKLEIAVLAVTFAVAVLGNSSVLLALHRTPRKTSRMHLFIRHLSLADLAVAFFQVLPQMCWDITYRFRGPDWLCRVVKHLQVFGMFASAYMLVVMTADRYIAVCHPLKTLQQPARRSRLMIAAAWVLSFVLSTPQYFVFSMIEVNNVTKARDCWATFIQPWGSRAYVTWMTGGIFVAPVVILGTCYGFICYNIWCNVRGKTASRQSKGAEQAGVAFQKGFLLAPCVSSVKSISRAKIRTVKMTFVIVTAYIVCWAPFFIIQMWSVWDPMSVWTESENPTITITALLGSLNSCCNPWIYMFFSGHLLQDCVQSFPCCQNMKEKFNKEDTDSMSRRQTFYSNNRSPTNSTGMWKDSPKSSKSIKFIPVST
# OXTR agonist: agonists of human oxytocin receptor. activation, % at 3 µM. AID 2435. CHO-OTR cells, Fluo-8 calcium fluorescence; normalized: DMSO 0%, oxytocin 100%. hit rate 0.32% among 320,000;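 active = activation above the mean of all tested compounds plus 3 SD, cutoff set per screening run, cut at about 20% in these data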;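 also: peak over basal fluorescence ratio from a 100 s FLIPR kinetic read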
# Target sequence (P30559 whole entry, looked up): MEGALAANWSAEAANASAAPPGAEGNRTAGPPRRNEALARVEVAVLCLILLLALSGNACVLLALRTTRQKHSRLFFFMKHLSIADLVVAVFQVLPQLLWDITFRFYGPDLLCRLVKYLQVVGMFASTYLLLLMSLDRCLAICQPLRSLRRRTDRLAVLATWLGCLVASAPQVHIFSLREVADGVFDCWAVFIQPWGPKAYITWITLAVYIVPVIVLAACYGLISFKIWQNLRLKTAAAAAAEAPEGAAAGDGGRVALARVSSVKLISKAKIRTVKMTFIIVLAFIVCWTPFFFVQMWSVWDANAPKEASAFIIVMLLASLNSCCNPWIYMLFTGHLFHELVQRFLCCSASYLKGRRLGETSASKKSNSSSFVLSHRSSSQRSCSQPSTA
# GalR3 antagonist: human GalR3 antagonism; inhibition, % at 3 µM; hit rate 0.44% among 360,000; O60755; HEK293 GalR3-CNG cAMP membrane potential fluorescence; galR3 body fused to GalR1 C-terminus; AID 651719;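 active = inhibition above the screen-wide average plus 3 SD, cut at about 13% in these data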;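 also: forskolin and galanin both at EC90 stimulate the cells; cAMP rise reported by CNG channel membrane potential dye signal; 0% = forskolin plus galanin with DMSO and 100% = forskolin alone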
# Target sequence (O60755 1-299 limits assumed): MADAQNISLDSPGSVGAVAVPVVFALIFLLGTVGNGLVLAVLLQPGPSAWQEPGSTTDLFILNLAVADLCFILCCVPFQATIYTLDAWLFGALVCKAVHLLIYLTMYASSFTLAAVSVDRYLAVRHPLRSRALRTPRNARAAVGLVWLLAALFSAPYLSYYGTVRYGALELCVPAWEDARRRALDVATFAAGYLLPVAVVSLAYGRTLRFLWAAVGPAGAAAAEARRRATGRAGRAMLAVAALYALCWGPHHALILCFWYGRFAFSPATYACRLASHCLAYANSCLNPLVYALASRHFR
# * = called active by the depositor. These rows are one share of the data, so the mix of outcomes need not match the whole.
# A first look, four compounds:
SMILES,V1aR counter,OXTR agonist,GalR3 antagonist
COc1cccc(N2CC(NC(=O)C(=O)c3c[nH]c4ccccc34)CC2=O)c1 (centres undefined),0.8,0.8,-3.9
O=c1c2ccccc2oc2cc(-c3ccc4cc[nH]c4c3)ccc12,1.4,1.8,-3.1
O=C(OCC(=O)N1CCCC1=O)c1ccc(Cl)cc1[N+](=O)[O-],-0.9,-2.0,-4.3
Cc1cccc(C(=O)NCC(c2ccco2)N2CCc3ccccc32)c1 (centres undefined),-1.6,-2.1,-2.2

# This part in full, from the start:
SMILES,V1aR counter,OXTR agonist,GalR3 antagonist
COc1cccc(N2CC(NC(=O)C(=O)c3c[nH]c4ccccc34)CC2=O)c1 (centres undefined),0.8,0.8,-3.9
O=c1c2ccccc2oc2cc(-c3ccc4cc[nH]c4c3)ccc12,1.4,1.8,-3.1
O=C(OCC(=O)N1CCCC1=O)c1ccc(Cl)cc1[N+](=O)[O-],-0.9,-2.0,-4.3
Cc1cccc(C(=O)NCC(c2ccco2)N2CCc3ccccc32)c1 (centres undefined),-1.6,-2.1,-2.2
Cc1nnc2ccc(-c3ccc(NS(=O)(=O)c4ccc(F)cc4F)cc3)nn12,1.5,3.0,-3.1
CN1/C(=C\C(=O)COC(=O)c2nccnc2N)C(C)(C)c2ccccc21,2.5,1.8,-2.1
CC(=O)N1CCN(S(=O)(=O)c2cccc(C(=O)NCCc3ccc(Cl)cc3)c2)CC1,-1.0,0.3,2.2
CC(C)Cn1c(SC(C)C(=O)NCC2CCCO2)nc2ccc(Cl)cc2c1=O (centres undefined),-0.7,-2.0,-7.2
Cc1ccc(F)cc1NC(=O)/C=C/c1ccc(S(=O)(=O)N2CCOCC2)cc1,2.4,2.1,-6.3
Cc1ccc(N(C)S(=O)(=O)c2cccc(C(=O)NCC(c3ccco3)N3CCCC3)c2)cc1 (centres undefined),1.3,1.9,-6.0
COc1ccc2nc(NC(=O)CSCc3c(C)noc3C)sc2c1,-0.5,-0.9,-5.2
Cc1cccc(C)c1NC(=O)CN(C)C(=O)C1CCCCC1,0.4,-1.4,-1.5
CC(C)(CNS(=O)(=O)c1ccc(Br)s1)N1CCOCC1,0.1,-0.3,-2.8
Cc1ccc(NS(=O)(=O)c2ccccc2F)cc1S(=O)(=O)N1CCCCC1,4.3,1.9,-3.3
CCN(C[C@H]1N[C@@](C)(C(=O)OC)[C@H]2C(=O)N(Cc3ccccc3)C(=O)[C@@H]12)C(=O)Nc1ccc(C)cc1,2.6,1.3,-3.1

# One compound at a time (already shown). Screens in order: V1aR counter	OXTR agonist	GalR3 antagonist
# Cc1ccc(N(C)S(=O)(=O)c2cccc(C(=O)NCC(c3ccco3)N3CCCC3)c2)cc1 (centres undefined) in the list: 1.3	1.9	-6.0
# O=c1c2ccccc2oc2cc(-c3ccc4cc[nH]c4c3)ccc12 in the list: 1.4	1.8	-3.1
# CCN(C[C@H]1N[C@@](C)(C(=O)OC)[C@H]2C(=O)N(Cc3ccccc3)C(=O)[C@@H]12)C(=O)Nc1ccc(C)cc1 in the list: 2.6	1.3	-3.1
# O=C(OCC(=O)N1CCCC1=O)c1ccc(Cl)cc1[N+](=O)[O-] in the list: -0.9	-2.0	-4.3

# (list continues)
SMILES,V1aR counter,OXTR agonist,GalR3 antagonist
O=C(Cc1csc(-c2ccccc2)n1)NCC(=O)Nc1ccc(F)c(F)c1F,-0.8,-0.8,-4.3
COC(=O)c1nn(-c2ccccc2)c(Cl)c1/C=N/OCc1c(Cl)cccc1Cl,1.4,-0.2,-1.6
O=C1CC(c2ccccc2)NN1 (centres undefined),1.7,1.1,-1.7
O=C(COc1cccc(C(F)(F)F)c1)NCC(c1ccco1)N1CCCC1 (centres undefined),-0.2,-0.8,-6.2
Cc1ccc(CNC(=O)CN(C)C2=NS(=O)(=O)c3ccccc32)cc1,-0.7,-0.2,1.8
COc1ccc(S(=O)(=O)Nc2cccc3c2O[C@H](CN(C)C(=O)Nc2ccc(C(F)(F)F)cc2)[C@@H](C)CN([C@H](C)CO)C3=O)cc1,0.6,-0.2,0.1
CNC(=O)c1c(NC(=O)CS(=O)(=O)c2ccc(Cl)cc2)sc(C)c1C,3.7,2.5,-0.7
CN(CCOc1ccccc1)C(=O)c1ccc(Cl)c(S(=O)(=O)N2CCCCC2)c1,3.4,0.7,2.4
CCOc1cc(N2CCOCC2)c(OCC)cc1NC(=O)c1ccc(OC)c(S(=O)(=O)N2CCOCC2)c1,0.1,0.1,-2.7
Cc1[nH]c2ccc(C(=O)OC(C)C(=O)NC3CCCCC3C)cc2c1C (centres undefined),0.5,-2.1,-3.4
O=C(OCC(=O)N1CCC(Cc2ccccc2)CC1)c1cc(Br)ccc1O,0.7,1.6,-1.9
O=C(Nc1ccccc1F)C1CCCN1S(=O)(=O)c1ccc(Cl)cc1 (centres undefined),-0.4,-1.5,-4.9
Cc1cccc(C)c1NC(=O)CN(C)C(=O)c1ccc(NS(=O)(=O)c2ccc3[nH]c(=O)[nH]c3c2)cc1,-1.0,1.7,-2.4
CCN(CC(=O)NC1CCS(=O)(=O)C1)S(=O)(=O)c1c(C)c(C)cc(C)c1C (centres undefined),0.5,-0.2,-1.5
COc1ccc2ccc(O)c(CN3CCN(S(=O)(=O)c4cc([N+](=O)[O-])ccc4C)CC3)c2c1,-0.4,-1.5,-2.0
CCc1noc(C)c1C(=O)N1CCN(S(=O)(=O)c2cccc(C(F)(F)F)c2)CC1,0.0,-0.1,-3.5
COc1ccccc1C(=O)NC(=O)COC(=O)CNC(=O)c1ccc(Cl)cc1Cl,1.3,1.2,0.7
O=C(CSc1ncnc2c1cnn2-c1ccccc1)NC1CCS(=O)(=O)C1 (centres undefined),3.4,2.7,-2.0
Cc1ccc(NC(=O)CCN2C(=O)C3CC=CCC3C2=O)cc1Cl (centres undefined),2.6,5.9,-1.8
CCOC(=O)N1CCN(C(=O)C(CC(C)C)NS(=O)(=O)c2ccc(C)cc2)CC1 (centres undefined),-0.1,-1.6,-3.2
Cc1cccc(C)c1NC(=O)CNC(=O)C(C)N1CCN(c2cccc(Cl)c2)CC1 (centres undefined),2.0,1.8,-0.4
O=C(CCc1nc2ccccc2c(=O)[nH]1)NCC(=O)Nc1ccc(F)c(F)c1,-0.9,1.2,-1.3
COc1ccc(NC(=O)CNC(=O)C23CC4CC(CC(C4)C2)C3)c(OC)c1,0.6,-0.4,-1.5
COC(=O)c1c(NC(=O)COC(=O)c2ccccn2)sc(C)c1C,-2.1,-2.8,-4.6
COc1ccc2cc(-c3cccnc3)ncc2c1,0.5,0.3,-3.1
CCOC(=O)C1CCN(C(=O)C(C)Sc2nnc3ccccn23)CC1 (centres undefined),1.2,1.3,-4.9
O=C(CNC(=O)c1ccccc1F)OCCCOC(=O)CNC(=O)c1ccccc1F,-0.6,-0.8,0.2
O=C(CSc1nnc2ccc(-c3ccccn3)nn12)NCCc1ccccc1,-0.1,-2.7,-3.6
CC(OC(=O)CCc1nc2ccccc2c(=O)[nH]1)C(=O)Nc1cccc(C(F)(F)F)c1 (centres undefined),-1.2,-0.6,-4.0
COc1ccc(S(=O)(=O)N2CCCCC2)cc1NC(=O)CCCNC(=O)c1ccc(Cl)cc1,-0.4,-1.9,-5.8
COC(=O)c1ccc(COC(=O)CSCC(=O)Nc2ccc(C)cc2C)cc1,0.8,-0.2,-6.5
CCCc1cc(=O)[nH]c(SCC(=O)Nc2cc(S(=O)(=O)N(CC)c3ccccc3)ccc2Cl)n1,2.1,-0.3,4.2
CC(C)NC(=O)Nc1ccc2c(c1)C(=O)N([C@H](C)CO)C[C@H](C)[C@@H](CN(C)C(=O)Nc1ccc(C(F)(F)F)cc1)O2,0.7,-0.3,-6.2
CSCCC(NC(=O)c1ccc([N+](=O)[O-])cc1Cl)C(=O)OCC(=O)N1CCN(C(C)=O)CC1 (centres undefined),-0.8,1.5,4.2
COc1ccccc1-c1nn(Cc2ccccc2)cc1C(=O)NCC(c1ccco1)N1CCCC1 (centres undefined),0.5,-0.1,-0.6
CCOC(=O)[C@@H]1[C@H]2COc3ccc(Br)cc3[C@@H]2N2C(=O)N(c3ccc(OC)cc3)C(=O)[C@@]12C,1.0,-0.2,0.0
Cc1ccc(S(=O)(=O)NCCC(=O)NCC(c2cccs2)N(C)C)cc1 (centres undefined),1.3,1.4,-4.8
CN1C(=O)N(CC(=O)Nc2sccc2C(N)=O)C(=O)C12CCCCC2,0.9,-0.7,-9.0
CCOC(=O)[C@@H]1[C@H]2COc3cc(OC)ccc3[C@@H]2N2C(=O)N(c3ccc(Cl)cc3)C(=O)[C@]12C,-0.1,-0.6,-5.2
Cc1ccc(NC(=O)COC(=O)COc2cccc3c2OC(C)(C)C3)cc1S(=O)(=O)N1CCOCC1,2.5,0.7,-2.5
Cc1ccc(C)c(OCCC(=O)OCC(=O)Nc2ccc(Cl)cn2)c1,-0.2,-1.3,-1.2
Cc1cc(C)n2nc(C)c(-c3ccccc3)c2n1,-1.2,-3.0,-4.4
COc1ccc(C(=O)Nc2ccccc2N2CCCC2)cc1S(=O)(=O)N1CCOCC1,-0.1,-0.5,-2.4
Cc1ccc(C)c(S(=O)(=O)N2CCN(C(=O)c3cc(-c4cccs4)nn3-c3ccccc3)CC2)c1,0.1,-1.4,-1.4
CNC(=O)C1CN(C(=O)c2cccc(S(=O)(=O)N3c4ccccc4CC3C)c2)c2ccccc2O1 (centres undefined),1.3,0.8,-1.6
CCOC(=O)c1c(NC(=O)COC(=O)Cc2c[nH]c3ccccc23)sc(C(=O)N(C)C)c1C,2.5,1.4,-3.7
COc1ccccc1CNC(=O)CN1c2cccc3cccc(c23)S1(=O)=O,-0.2,-0.7,-3.1
CCN(C(=O)CSc1nc(C)cc(=O)[nH]1)C1CCCCC1,0.9,1.4,-3.8
CCOc1ccccc1NC(=O)COc1coc(CN2CCCc3ccccc32)cc1=O,0.2,-2.0,-5.3
CCN(CC)S(=O)(=O)c1ccc(C(=O)NCC(=O)NC2CC2)cc1,1.1,0.4,-5.2
N#CC1(NC(=O)CN2C(=O)c3ccccc3C2=O)CCCCC1,1.1,1.2,-8.2
O=C1CC(N2CCN(S(=O)(=O)c3ccccc3F)CC2)C(=O)N1c1ccc(F)cc1F (centres undefined),2.1,2.5,-6.1
O=C(CCNC(=O)c1ccc(Cl)cc1)NCC(c1ccco1)N1CCCCC1 (centres undefined),0.1,1.1,2.0
C=CCN1C(=O)c2ccc(C(=O)OCC(=O)N3CCN(c4ccccc4)CC3)cc2C1=O,1.2,0.2,-4.5
CC1(C)OC(=O)C=C[C@]2(C)[C@H]3CC[C@@]4(C)[C@H](C(=O)O)OC(=O)[C@H]5O[C@]54[C@]3(C)C(=O)C[C@@H]12,0.6,0.5,-4.6
CC(NC(=O)c1ccccc1Cl)C(=O)N1CCN(Cc2ccc3c(c2)OCO3)CC1 (centres undefined),1.0,0.0,-7.6
Cc1ccc(S(=O)(=O)NCC(=O)OCCOc2cccc(Cl)c2)cc1,-0.1,0.5,-2.7
O=C(CN1C(=O)NC2(CCc3ccccc32)C1=O)c1ccc(Cl)cc1 (centres undefined),2.9,0.5,1.1
CC(=O)N1CCN(C(=O)c2cccc(S(=O)(=O)N3CCN(c4ccccc4)CC3)c2)CC1,0.1,0.4,-7.3
CC(C)N(C(=NCc1ccccc1)NC(=O)c1ccccc1)C(C)C,0.1,0.0,-3.9

# Going on with the list.
SMILES,V1aR counter,OXTR agonist,GalR3 antagonist
NC(=O)c1ccc(NC(=O)COC(=O)c2ccc(Br)o2)cc1,0.6,2.7,1.0
C[C@@]12CCC3[C@@](CCC4[C@@]3(C)CCC[C@@]4(C)C(=O)NCc3ccccc3)(CC1=O)C2 (some centres undefined),-1.2,-1.5,-3.7
COCCOc1ccc(C(F)(F)F)cc1NC(=O)COC(=O)c1cc[n+]([O-])cc1,-0.3,1.7,1.5
O=C(Nc1cccc(Cl)c1)C1CC1c1ccccc1 (centres undefined),-0.7,-0.2,-6.1
O=C(CSc1nnnn1-c1ccc(Cl)cc1)NC1CCS(=O)(=O)C1 (centres undefined),0.3,0.5,-4.9
COc1ccc(OCCN(C)C(=O)c2cccc(S(=O)(=O)N(C)c3ccccc3)c2)cc1,7.7,2.6,-8.1
COCCN(C(=O)COC(=O)c1ccc(Cl)nc1)c1c(N)n(Cc2ccccc2)c(=O)[nH]c1=O,1.1,-1.1,0.2
Cc1ccc(S(=O)(=O)N(C)CC(=O)OCC(=O)NCCN2C(=O)CSC2=O)cc1,1.5,-0.7,-6.8
Cc1cccc(-n2ncc3c(=O)[nH]c(SCC(=O)NCCC4=CCCCC4)nc32)c1,1.2,1.9,-0.6
CS(=O)(=O)NNC(=O)Cn1nnc(-c2ccc(OCc3ccccc3Cl)cc2)n1,0.7,3.2,-4.2
COCCNC(=O)c1ccccc1N(Cc1ccccc1)S(=O)(=O)c1ccccc1,0.2,-1.1,4.8
CCCCn1c(N)c(N(C(=O)CSc2nnc(C)n2-c2ccccc2)C2CCCC2)c(=O)[nH]c1=O,0.5,0.9,6.5
CCCCC/C=C\C/C=C\C/C=C\CCCCC(=O)O,0.0,-0.4,-2.0
O=C(COC(=O)c1ccc(Cl)c(S(=O)(=O)N2CCOCC2)c1)Nc1ccc2[nH]c(=O)[nH]c2c1,-0.7,0.1,-2.4
CCN(CC(=O)Nc1c(F)cccc1F)C(=O)CSCC(=O)Nc1ccc(OC)cc1,-0.8,-0.7,-0.9
COC(=O)[C@]1(C)N[C@H](CN(C)S(=O)(=O)c2ccc(C(C)(C)C)cc2)[C@@H]2C(=O)N(C)C(=O)[C@@H]21,1.5,0.7,-6.2
